Screening data from PubChem BioAssay.
yeast rad50: NCI yeast anticancer drug screen, S. cerevisiae rad50 strain; growth inhibition, % at 50 µM; actives 10% (n = 79,000);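 also: 0% = growth of vehicle-only cultures of the same strain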
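DNA repair mutant yeast, compound exposure, growth read-out; inhibition is taken relative to vehicle.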
sgs1 mgt1: NCI yeast anticancer drug screen, S. cerevisiae sgs1 mgt1 strain | actives 10% (n = 78,000) | % growth inhibition at 50 µM;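 also: 0% = growth of vehicle-only cultures of the same strain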
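This yeast growth screen uses a strain with defined DNA-repair lesions; compound-treated growth is compared with vehicle-treated growth.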
bub3: NCI yeast anticancer drug screen, S. cerevisiae bub3 mutant strain | AID 167 | % growth inhibition at 50 µM | actives 9.9% (n = 78,000);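 also: 0% = growth of vehicle-only cultures of the same strain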
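Whole-cell yeast assay. The mutant strain was incubated with compounds, and growth inhibition was determined by comparison with vehicle-treated cells.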
mec2-1: NCI yeast anticancer drug screen, S. cerevisiae mec2-1 strain. growth inhibition, % at 50 µM. actives 9% (n = 79,000);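 also: 0% = growth of vehicle-only cultures of the same strain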
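Using mec2-1 yeast: add compound, measure growth, express inhibition versus vehicle-treated cultures.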
yeast mlh1 rad18: NCI yeast anticancer drug screen, S. cerevisiae mlh1 rad18 strain; growth inhibition, % at 50 µM; actives 11% (n = 79,000);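 also: 0% = growth of vehicle-only cultures of the same strain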
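Yeast w/ defined DNA-repair lesions; compound exposure; growth vs vehicle controls → % inhibition.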
cln2 rad14: NCI yeast anticancer drug screen, S. cerevisiae cln2 rad14 strain | actives 8.3% (n = 78,000) | growth inhibition, % at 50 µM;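 also: 0% = growth of vehicle-only cultures of the same strain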
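Test compounds were added to cln2 rad14 yeast cultures; inhibition of growth was then determined by comparison with vehicle treatment.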
Active calls of the source: *. Rule as the data show it: active = growth inhibition above about 70%; inactive = the rest.

Results for CC1(C)c2ccccc2-c2nc3ccccc3cc2C1Br (centres undefined) ?
yeast rad50: 38; sgs1 mgt1: 74*; bub3: 95*; mec2-1: 47; yeast mlh1 rad18: 70*; cln2 rad14: 44

What do the screens show for `Cn1c(=O)c(Br)cc2ccccc21`?
yeast rad50: 10; sgs1 mgt1: 21; bub3: 9; mec2-1: 14; yeast mlh1 rad18: 34; cln2 rad14: 8

Results for N#Cc1ncn(-c2ccccc2)c1N ?
yeast rad50: 25; sgs1 mgt1: 25; bub3: 7; mec2-1: -8; yeast mlh1 rad18: -48; cln2 rad14: 16

How did O=C(O)C1C2C=CC(O2)C1C(=O)Nn1cccc1 (centres undefined) do in these assays?
yeast rad50: 6; sgs1 mgt1: -18; bub3: -17; mec2-1: -8; yeast mlh1 rad18: -7; cln2 rad14: -13

How did CC(=O)CC(C)=Nc1cccc(N=C(C)CC(C)=O)c1 do in these assays?
yeast rad50: -15; sgs1 mgt1: -4; bub3: -27; mec2-1: -24; yeast mlh1 rad18: -10; cln2 rad14: -5

Results for CCCC(=O)OCC(C)(C)CC(C)C ?
yeast rad50: -10; sgs1 mgt1: -10; bub3: -14; mec2-1: -58; yeast mlh1 rad18: -24; cln2 rad14: -6

What do the screens show for `CCNC(=O)CCCC(=O)OC`?
yeast rad50: 10; sgs1 mgt1: 19; bub3: 7; mec2-1: 5; yeast mlh1 rad18: 2; cln2 rad14: 15

What do the screens show for `CCC[CH2][Sn]([CH2]CCC)([O]C(=O)c1cccc(F)c1F)[O]C(=O)c1cccc(F)c1F`?
yeast rad50: 87*; sgs1 mgt1: 87*; bub3: 88*; mec2-1: 88*; yeast mlh1 rad18: 86*; cln2 rad14: 89*

How did Cc1no[n+]([O-])c1C(N)=O do in these assays?
yeast rad50: 5; sgs1 mgt1: 0; bub3: 0; mec2-1: 1; yeast mlh1 rad18: -3; cln2 rad14: 0

What do the screens show for `CN(C)c1cccc(NC(=O)NCCCl)c1`?
yeast rad50: -8; sgs1 mgt1: -3; bub3: -38; mec2-1: -7; yeast mlh1 rad18: 0; cln2 rad14: -38

How did COC(=O)C1=NOC(COc2ccc([N+](=O)[O-])cc2)C1 (centres undefined) do in these assays?
yeast rad50: 9; sgs1 mgt1: 20; bub3: -2; mec2-1: -3; yeast mlh1 rad18: 19; cln2 rad14: -9

How did CC(C)CC(NC(=O)C1CCCN1)C(=O)NC(CC(C)C)C(=O)OC(C)(C)C (centres undefined) do in these assays?
yeast rad50: 30; sgs1 mgt1: 29; bub3: -4; mec2-1: 27; yeast mlh1 rad18: 31; cln2 rad14: 19

Results for O=C(O)c1cc(C(=O)O)cc(N(CCO)CCO)c1 ?
yeast rad50: -19; sgs1 mgt1: -7; bub3: 22; mec2-1: -6; yeast mlh1 rad18: -14; cln2 rad14: -18

Results for COc1cc(OC)c(C2CC(C)(N3CCCC3)Oc3cc4c(cc32)OCO4)c(OC)c1 (centres undefined) ?
yeast rad50: 3; sgs1 mgt1: -12; bub3: 9; mec2-1: 12; yeast mlh1 rad18: -1; cln2 rad14: 2

What do the screens show for `O=S(=O)(CCCl)c1ccc(Br)cc1`?
yeast rad50: 52; sgs1 mgt1: 57; bub3: 39; mec2-1: 45; yeast mlh1 rad18: 57; cln2 rad14: 19

What do the screens show for `CCCCCCC1OCC(O)C(OCCCC)O1` (centres undefined)?
yeast rad50: -1; sgs1 mgt1: 11; bub3: -8; mec2-1: -14; yeast mlh1 rad18: -16; cln2 rad14: 0

What do the screens show for `NC(=O)Oc1ccc(Cc2ccccc2)cc1`?
yeast rad50: -21; sgs1 mgt1: -13; bub3: -40; mec2-1: -43; yeast mlh1 rad18: -5; cln2 rad14: -9

Results for OCc1ccc(-c2ccc(-c3ccc(CO)s3)o2)s1 ?
yeast rad50: 31; sgs1 mgt1: 40; bub3: 25; mec2-1: 4; yeast mlh1 rad18: 91*; cln2 rad14: 32

What do the screens show for `COc1ccc(-c2oc(=O)c3ccccc3c2-c2ccccc2)cc1`?
yeast rad50: 7; sgs1 mgt1: 5; bub3: 3; mec2-1: 5; yeast mlh1 rad18: 6; cln2 rad14: 9

How did COCn1c(C(=O)c2ccc(OC)cc2)cc2ccccc21 do in these assays?
yeast rad50: 7; sgs1 mgt1: -4; bub3: 16; mec2-1: 12; yeast mlh1 rad18: 23; cln2 rad14: -12

Results for O=C1NS(=O)(=O)C2C(Cl)=C(Cl)C3(Cl)C2C13Cl (centres undefined) ?
yeast rad50: 23; sgs1 mgt1: -12; bub3: 8; mec2-1: 8; yeast mlh1 rad18: 17; cln2 rad14: 17

What do the screens show for `O=[N+]([O-])c1cccn2nc(-c3ccccc3)nc12`?
yeast rad50: -22; sgs1 mgt1: -1; bub3: -18; mec2-1: 11; yeast mlh1 rad18: -10; cln2 rad14: -16

What do the screens show for `C[CH2][Sn]([CH2]C)([O]C(=O)c1ccc2c(c1)OC(C)(C)O2)[O]C(=O)c1ccc2c(c1)OC(C)(C)O2`?
yeast rad50: 51; sgs1 mgt1: 5; bub3: 14; mec2-1: 52; yeast mlh1 rad18: -3; cln2 rad14: 41

Results for CC/C(C)=C1/CC(C)(C)N=C1C ?
yeast rad50: -12; sgs1 mgt1: -10; bub3: -12; mec2-1: -43; yeast mlh1 rad18: -23; cln2 rad14: -21

Results for O=C(NC(=O)C(Cc1ccccc1)c1ccccc1)C(Cc1ccccc1)c1ccccc1 (centres undefined) ?
yeast rad50: -1; sgs1 mgt1: -58; bub3: -18; mec2-1: -12; yeast mlh1 rad18: -27; cln2 rad14: -30

What do the screens show for `CCCCCCCCCCCCCCCCOCC(COC1OC(COC(C)=O)C(OC(C)=O)C(OC(C)=O)C1OC(C)=O)OCCCCCCCCCCCCCCCC` (centres undefined)?
yeast rad50: -13; sgs1 mgt1: -2; bub3: -7; mec2-1: -4; yeast mlh1 rad18: -1; cln2 rad14: 8

How did O=c1[nH]c2c(Cl)cccc2c2ccccc12 do in these assays?
yeast rad50: 40; sgs1 mgt1: -7; bub3: -18; mec2-1: 19; yeast mlh1 rad18: 14; cln2 rad14: -18

Results for CC(C)(C)OC(=O)NCCCCC(NC(=O)C(Cc1c[nH]c2ccccc12)NC(=O)OCC1c2ccccc2-c2ccccc21)C(=O)O (centres undefined) ?
yeast rad50: 15; sgs1 mgt1: 36; bub3: 18; mec2-1: 43; yeast mlh1 rad18: 61; cln2 rad14: 83*

Results for COC(=O)CC12CCCC(C)(CC(=O)N1)C2 (centres undefined) ?
yeast rad50: 16; sgs1 mgt1: 12; bub3: -4; mec2-1: 1; yeast mlh1 rad18: 0; cln2 rad14: 16

What do the screens show for `ClCc1c(-c2ccccc2)nn(-c2ccccc2)c1CCl`?
yeast rad50: 9; sgs1 mgt1: 38; bub3: 58; mec2-1: 14; yeast mlh1 rad18: 37; cln2 rad14: 6

What do the screens show for `C[C@@H]1CCC([C@@H](C)[C@H]2CC[C@H]3[C@@H]4CC[C@H]5C[C@@H](O)CC[C@]5(C)[C@H]4CC[C@]23C)=NC1`?
yeast rad50: 87*; sgs1 mgt1: 92*; bub3: 88*; mec2-1: 89*; yeast mlh1 rad18: 89*; cln2 rad14: 89*

Results for C[N+]1(C2C=CCC(c3ccccc3)C2[N+](=O)[O-])CCCC1 (centres undefined) ?
yeast rad50: 27; sgs1 mgt1: 36; bub3: -4; mec2-1: 10; yeast mlh1 rad18: 11; cln2 rad14: 15

Results for Cc1nc(N)sc1N=Nc1cc(Cl)c([N+](=O)[O-])cc1Cl ?
yeast rad50: 38; sgs1 mgt1: 70*; bub3: 48; mec2-1: 40; yeast mlh1 rad18: 78*; cln2 rad14: 35

Results for CC#CCN(C(C)C)C(C)C ?
yeast rad50: 15; sgs1 mgt1: -11; bub3: -22; mec2-1: 8; yeast mlh1 rad18: -27; cln2 rad14: -35

How did CCOC(=O)C[n+]1c(C)cc(-c2ccccc2)cc1C do in these assays?
yeast rad50: 14; sgs1 mgt1: 12; bub3: 14; mec2-1: 6; yeast mlh1 rad18: 8; cln2 rad14: 28

Results for COc1ccc2c(c1)OC[C@@H]1c3cc(NS(=O)(=O)c4ccccc4)cc(OC)c3O[C@H]21 ?
yeast rad50: 11; sgs1 mgt1: 48; bub3: 59; mec2-1: 32; yeast mlh1 rad18: 53; cln2 rad14: 30

What do the screens show for `Nc1nc2c(=O)[nH]c(=O)[nH]c2c(=O)[nH]1`?
yeast rad50: -23; sgs1 mgt1: -3; bub3: -3; mec2-1: 2; yeast mlh1 rad18: -46; cln2 rad14: -5

How did CC(=O)c1nc(C#N)c(N)o1 do in these assays?
yeast rad50: 2; sgs1 mgt1: -18; bub3: -20; mec2-1: -4; yeast mlh1 rad18: -23; cln2 rad14: 21

Results for CC(C)CNC(=S)N/N=C/C=C/c1ccc(N(C)C)cc1 ?
yeast rad50: -22; sgs1 mgt1: 5; bub3: 50; mec2-1: -12; yeast mlh1 rad18: -13; cln2 rad14: -19

Results for C[CH2][Ge]([CH2]C)[CH2]C.C[CH2][Ge]([Cl])[CH2]C.C[CH2][Ge][CH2]C ?
yeast rad50: 98*; sgs1 mgt1: 98*; bub3: 98*; mec2-1: 99*; yeast mlh1 rad18: 98*; cln2 rad14: 97*

How did CCC1(CC)COC2(CCC(C)CC2)OC1 do in these assays?
yeast rad50: -6; sgs1 mgt1: -5; bub3: -15; mec2-1: -3; yeast mlh1 rad18: 8; cln2 rad14: -16

How did CC(C)(C)c1ccc(NC(=O)Nc2ccc(C(C)(C)C)cc2)cc1 do in these assays?
yeast rad50: -17; sgs1 mgt1: -5; bub3: 3; mec2-1: -7; yeast mlh1 rad18: -17; cln2 rad14: -13

What do the screens show for `CCN(CC)C1C2=C(CCCC2)OS(=O)(=O)C1c1ccccc1` (centres undefined)?
yeast rad50: 9; sgs1 mgt1: -18; bub3: -16; mec2-1: -12; yeast mlh1 rad18: 2; cln2 rad14: 3

What do the screens show for `N#CCNC=O`?
yeast rad50: -3; sgs1 mgt1: -13; bub3: 3; mec2-1: 7; yeast mlh1 rad18: -12; cln2 rad14: -12

What do the screens show for `O/N=C(/C(=Nc1ccccc1)c1ccccc1)c1ccccc1`?
yeast rad50: -13; sgs1 mgt1: 9; bub3: 2; mec2-1: 11; yeast mlh1 rad18: -20; cln2 rad14: 4

By substructure: those above with sulfur (7)
What do the screens show for `O=S(=O)(CCCl)c1ccc(Br)cc1`?
yeast rad50: 52; sgs1 mgt1: 57; bub3: 39; mec2-1: 45; yeast mlh1 rad18: 57; cln2 rad14: 19

Results for OCc1ccc(-c2ccc(-c3ccc(CO)s3)o2)s1 ?
yeast rad50: 31; sgs1 mgt1: 40; bub3: 25; mec2-1: 4; yeast mlh1 rad18: 91*; cln2 rad14: 32

Results for O=C1NS(=O)(=O)C2C(Cl)=C(Cl)C3(Cl)C2C13Cl (centres undefined) ?
yeast rad50: 23; sgs1 mgt1: -12; bub3: 8; mec2-1: 8; yeast mlh1 rad18: 17; cln2 rad14: 17

Results for Cc1nc(N)sc1N=Nc1cc(Cl)c([N+](=O)[O-])cc1Cl ?
yeast rad50: 38; sgs1 mgt1: 70*; bub3: 48; mec2-1: 40; yeast mlh1 rad18: 78*; cln2 rad14: 35

Results for COc1ccc2c(c1)OC[C@@H]1c3cc(NS(=O)(=O)c4ccccc4)cc(OC)c3O[C@H]21 ?
yeast rad50: 11; sgs1 mgt1: 48; bub3: 59; mec2-1: 32; yeast mlh1 rad18: 53; cln2 rad14: 30

Results for CC(C)CNC(=S)N/N=C/C=C/c1ccc(N(C)C)cc1 ?
yeast rad50: -22; sgs1 mgt1: 5; bub3: 50; mec2-1: -12; yeast mlh1 rad18: -13; cln2 rad14: -19

What do the screens show for `CCN(CC)C1C2=C(CCCC2)OS(=O)(=O)C1c1ccccc1` (centres undefined)?
yeast rad50: 9; sgs1 mgt1: -18; bub3: -16; mec2-1: -12; yeast mlh1 rad18: 2; cln2 rad14: 3
